From PubChem
Apaf1 inhib: inhibitors of human Apaf-1 apoptosome, primary screen, biochemical, DEVD-Rh110 fluorescence, uHTS; Apoptotic protease-activating factor 1 (Homo sapiens), O14727; reconstituted apoptosome caspase-3 activity; inhibition, % at 20 µM; hit rate 0.71% among 330,000; AID 489030, 2010; active = inhibition of at least 40% at 20 µM;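 also: plate controls were DMSO wells for no effect and DEVD-CHO caspase inhibitor wells for full effect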
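detection = Rh110 fluorescence intensity | test system = biochemical Apaf-1 apoptosome reconstitution | also added = cytochrome c and DEVD-Rh110 substrate | schedule = 30 min plus 50 min, RT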
SENP8 block-1: SENP8 protease inhibitors, primary screen, biochemical, luminescence; Sentrin-specific protease 8 (Homo sapiens), Q96LD8; purified SENP8, Z-RLRGG-aminoluciferin cleavage; inhibition, % at 10 µM; hit rate 1.2% among 330,000; AID 2540, 2010; in the data active = inhibition above about 50%
Target sequence (Q96LD8 whole entry, looked up): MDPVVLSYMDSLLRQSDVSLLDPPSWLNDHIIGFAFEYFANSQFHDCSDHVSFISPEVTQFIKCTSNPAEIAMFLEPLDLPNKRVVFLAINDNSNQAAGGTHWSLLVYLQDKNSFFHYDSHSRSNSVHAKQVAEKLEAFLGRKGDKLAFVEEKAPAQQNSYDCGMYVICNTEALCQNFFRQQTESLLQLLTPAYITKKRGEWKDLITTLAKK
SENP7 block: SENP7 protease inhibitors, primary screen, biochemical, luminescence, uHTS | Sentrin-specific protease 7 (Homo sapiens), Q9BQF6 | recombinant SENP7, Z-RLRGG-aminoluciferin luminescence, 40 min | inhibition, % at 5 µM | hit rate 1.5% among 330,000 | AID 434973, 2010;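 active = inhibition above about 50% at the single test dose, limit read from the data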;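 also: plate controls were DMSO with enzyme for no effect and no enzyme buffer wells for full effect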
SENP8 block-2: human SENP8 protease inhibitors, primary screen, biochemical, fluorescence, Nedd8 protein substrate, uHTS. Sentrin-specific protease 8 (Homo sapiens), Q96LD8. recombinant SENP8. inhibition, % at 20 µM. hit rate 0.64% among 360,000. AID 602440, 2012; in the data active = inhibition mostly above about 40%, no sharp cut-off; inactive = mostly below about 27%
A3G deaminase: APOBEC3G DNA deaminase inhibitors, primary screen, biochemical, fluorescence, single-stranded DNA substrate, uHTS; DNA dC->dU-editing enzyme APOBEC-3G (Homo sapiens), Q9HC16; recombinant A3G, ssDNA deamination FAM/TAMRA fluorescence; inhibition, % at 20 µM; hit rate 0.28% among 330,000; AID 493012, 2011;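 active = inhibition of at least 40% at 20 µM, with no more than 30% in the related APOBEC3A deaminase screen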;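 also: plate controls were DMSO wells with A3G for no effect and wells lacking A3G enzyme for full effect; some compounds called inactive have numbers as strong as hits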
UBC13 inh: UBC13 polyubiquitin chain formation inhibitors, primary screen, biochemical, TR-FRET, uHTS; Ubiquitin-conjugating enzyme E2 N (Homo sapiens), P61088; inhibition, % at 20 µM; hit rate 0.47% among 330,000; in the data active = inhibition above about 45%, passing the limit was not always enough
SENP6 inh: SENP6 protease inhibitors, primary screen, biochemical, luminescence, uHTS; AID 2599, 2010; Sentrin-specific protease 6 (Homo sapiens), Q9GZR1; inhibition, % at 10 µM; hit rate 1.8% among 330,000; Recombinant SENP6 catalytic domain, aminoluciferin luminescence;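 active = inhibition above about 50% at the single tested dose, limit read from the data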;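 also: plate controls were DMSO wells with enzyme for no effect and DMSO wells lacking enzyme for full effect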
Target sequence (Q9GZR1 628-1112 limits assumed): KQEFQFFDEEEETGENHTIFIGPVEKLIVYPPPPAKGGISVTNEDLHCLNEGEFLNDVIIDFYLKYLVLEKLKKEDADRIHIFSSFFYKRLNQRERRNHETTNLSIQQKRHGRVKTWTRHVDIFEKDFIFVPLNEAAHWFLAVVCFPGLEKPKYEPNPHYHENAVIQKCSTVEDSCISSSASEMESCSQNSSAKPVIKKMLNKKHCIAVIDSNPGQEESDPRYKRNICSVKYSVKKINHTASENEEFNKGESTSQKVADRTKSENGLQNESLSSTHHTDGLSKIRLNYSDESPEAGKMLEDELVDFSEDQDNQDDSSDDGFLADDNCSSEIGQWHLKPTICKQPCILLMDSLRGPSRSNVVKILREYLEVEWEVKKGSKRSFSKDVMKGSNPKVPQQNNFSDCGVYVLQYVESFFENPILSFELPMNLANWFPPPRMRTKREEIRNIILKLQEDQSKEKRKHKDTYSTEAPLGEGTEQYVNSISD
SENP1 inh: human SENP1 catalytic domain inhibitors, primary screen, biochemical, FRET, uHTS; AID 624204, 2012; hit rate 0.21% among 360,000; recombinant SENP1 catalytic domain, CyPet-SUMO1-YPet FRET cleavage; inhibition, % at 10 µM;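 active = inhibition at least 30% at 10 µM, raw YFP signal under a set limit, fluorescence ratio 0.5 to 1.5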;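 also: 0% = enzyme with DMSO and 100% = no enzyme wells; some results filed as inactive read as strong as hits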
Target sequence (Q9P0U3 419-644 limits assumed): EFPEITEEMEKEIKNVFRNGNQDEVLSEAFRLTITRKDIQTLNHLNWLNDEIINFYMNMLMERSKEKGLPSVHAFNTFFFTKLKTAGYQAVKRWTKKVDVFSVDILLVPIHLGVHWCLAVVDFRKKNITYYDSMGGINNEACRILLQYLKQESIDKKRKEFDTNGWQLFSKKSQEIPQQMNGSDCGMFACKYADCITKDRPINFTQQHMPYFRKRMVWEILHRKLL
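system = hSENP1 catalytic domain, recombinant | reagent = SFCypet-SUMO1-SFYpet substrate at 25 nM | doses = one dose per compound, 10 µM, 0.5% DMSO | incubation = enzyme reaction for 50 min at room temperature, dark | measured by = FRET, CFP and YFP emission | controls = no-enzyme low, enzyme-DMSO high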
* marks the source's active call; other numbers are inactive results; i = inactive; x = no result given.

nr	canonical_smiles	Apaf1 inhib	SENP8 block-1	SENP7 block	SENP8 block-2	A3G deaminase	UBC13 inh	SENP6 inh	SENP1 inh
1	CCC(Sc1nc2ccncc2[nH]1)C(=O)Nc1ccc(C)c(Cl)c1 (stereo unspecified)	4	-15	13	5	-5	-5	-3	2
2	COC(=O)c1ccc(CNC(=O)CNC(=O)c2sc3ccccc3c2Cl)cc1	4	5	2	-1	-3	-1	-4	-1
3	COc1cc(C(=O)NC(=S)N(C)Cc2ccccc2)cc(OC)c1OC	-3	-3	-10	33	-7	0	2	1
4	O=C(COC(=O)c1ccc(Cl)c(S(=O)(=O)N2CCCCC2)c1)NCC1CCCO1 (stereo unspecified)	-8	-1	3	18	-5	8	1	2
5	Cc1cc(N/N=C/c2ccc(Cl)cc2Cl)nc(NCc2ccccc2)n1	7	-11	1	-80	-5	2	-29	0
6	N#C/C(=C/c1ccc(N2CCOCC2)o1)c1nc2ccccc2[nH]1	12	1	4	-160	-57	i	14	-16
7	Cc1nnc(SCC(=O)Nc2ccccc2C(=O)NC2CC2)s1	-3	9	8	2	0	6	18	-1
8	CC(=NCc1ccco1)c1c(C(F)(F)F)[nH]n(-c2nc3ccccc3s2)c1=O	9	95*	99*	5	-9	-14	98*	-2
9	Nc1nc(SCC(=O)Nc2ccc(Cl)c([N+](=O)[O-])c2)n[nH]1	7	-10	-4	8	-4	1	-12	1
10	Cc1nc(C)c(-c2ccnc(/N=C/NO)n2)s1	-15	-7	5	10	0	-7	-3	-1
11	N#C/C(=C\c1ccc(C(=O)O)cc1)S(=O)(=O)c1cc(Br)ccc1Br	-3	1	5	-10	-4	-16	-6	0
12	CC(OC(=O)c1cc(S(=O)(=O)N2CCOCC2)ccc1F)C(=O)NC1CCCCC1C (stereo unspecified)	6	5	1	-2	-2	2	-2	0
13	CCOC(=O)CC(=O)Nc1nnc(CC(C)C)s1	14	-4	-4	18	-2	6	-17	-2
14	Cc1cccc(NS(=O)(=O)c2cc3c4c(c2)CC(=O)N4CCC3)c1C	13	-19	-16	-14	-4	-4	-10	3
15	O=C1CCN(C(=O)c2ccccc2)C2CCCCC12 (stereo unspecified)	-11	2	6	18	-4	-1	-4	-2

Entries of single compounds, quoted from the list. Values in the order: Apaf1 inhib	SENP8 block-1	SENP7 block	SENP8 block-2	A3G deaminase	UBC13 inh	SENP6 inh	SENP1 inh
N#C/C(=C\c1ccc(C(=O)O)cc1)S(=O)(=O)c1cc(Br)ccc1Br reads -3	1	5	-10	-4	-16	-6	0
Cc1cc(N/N=C/c2ccc(Cl)cc2Cl)nc(NCc2ccccc2)n1 reads 7	-11	1	-80	-5	2	-29	0
Cc1nc(C)c(-c2ccnc(/N=C/NO)n2)s1 reads -15	-7	5	10	0	-7	-3	-1

Remaining list, next part
nr	canonical_smiles	Apaf1 inhib	SENP8 block-1	SENP7 block	SENP8 block-2	A3G deaminase	UBC13 inh	SENP6 inh	SENP1 inh
16	Cc1ccc2cc(C(=O)O)c(C)nc2c1	1	-18	-12	14	-8	-7	-13	3
17	COc1ccc(C(=O)C2CCCN(Cc3c(F)ccc(F)c3F)C2)c(OC)c1 (stereo unspecified)	9	7	-7	13	-10	-2	-2	1
18	O=C(NCCNCCO)C1(C(F)(F)F)C/C(=C\CCO)CCCO1 (stereo unspecified)	-13	16	-15	9	-9	6	7	1
19	CCN(C(=O)CSc1ccc2ccccc2n1)C1CCS(=O)(=O)C1 (stereo unspecified)	-2	1	-3	2	-6	-2	11	1
20	CCCc1cc(C(=O)NCc2cccnc2)no1	6	-2	5	12	9	9	-10	4
21	COc1cc(/C=C2\SC(=O)N(c3cccc(Cl)c3)C2=O)cc([N+](=O)[O-])c1O	-142	8	-1	21	-1	-74	-5	2
22	Cc1nc(CC(=O)c2ccc(O)cc2O)cs1	-4	0	12	-8	-7	-13	3	0
23	O=C(COc1cccnc1[N+](=O)[O-])Nc1ccc2c(c1)OCO2	-12	2	1	14	-16	-5	-1	1
24	Cc1ccc(NC(=O)Cn2nnc(C(=O)NCc3cccs3)c2N)c(C)c1	-3	-1	15	15	-2	-6	-6	3
25	COc1cccc(-c2nc3n(n2)C(c2cccs2)C(C(=O)Nc2cccnc2)=C(C)N3)c1 (stereo unspecified)	-8	-10	-2	-13	-7	5	-5	2
26	CCOc1ccc(Br)cc1S(=O)(=O)NC1CC(C)(C)NC(C)(C)C1	-3	7	-4	31	-2	0	-15	1
27	Cc1ccc(C)c(S(=O)(=O)Nc2cc3c4c(c2)CCN4C(=O)CC3)c1	8	-6	-1	-9	-6	-3	-19	1
28	CCOC(=O)C1=C(C)N(C[C@@H]2CC[C@@H](Cc3ccc(-c4ccccc4)cc3)O2)C(=O)NC1c1ccc(-c2ccccc2)cc1 (stereo partly specified)	16	x	-3	-15	4	x	x	-4
29	COc1ccc(-c2nc(CN3CCN(c4ncccn4)CC3)c(C)o2)cc1C	10	-5	0	-10	-2	0	-9	-2
30	Cc1ccc(-c2n[nH]c(=O)c3ccccc23)cc1N	0	-5	-7	12	-8	-7	-20	0
31	CC(C)N1C(=O)N(c2ccccc2)C(C)(O)CC1(C)C (stereo unspecified)	1	-7	0	8	-2	6	-17	1
32	COc1cc(CNC(=O)CCCC(=O)c2ccccc2)cc(OC)c1OC	-1	-4	4	-1	-6	3	-32	1
33	COc1cc(NS(=O)(=O)c2ccc(N)cc2)ncn1	-16	6	4	x	-6	3	-10	x
34	O=C(Nc1ccc2oc(-c3ccncc3)nc2c1)c1ccco1	15	-13	-9	-332	-4	3	-13	-15
35	CCNc1nc(NCC)n2c(SCC(=O)Nc3ccc(NC(C)=O)cc3)nnc2n1	-6	2	3	7	10	-5	15	3
36	Cn1cc(Br)c(C(=O)Nc2sc3c(c2C(N)=O)CCC3)n1	18	-11	5	-486	0	31	-2	-3
37	NC(=O)CSc1nnc(NC(=O)c2ccc(S(=O)(=O)N3CCCCC3)cc2)s1	6	0	2	-21	-8	4	0	0
38	CCOC(=O)c1oc2ccc(S(=O)(=O)N3CCC(C)CC3)cc2c1C	-1	-2	-2	5	-4	14	12	1
39	Cc1ncc2c(c1OC(=O)c1ccccc1)COC(C)(C)OC2	2	-11	-4	-1	-7	0	-1	-1
40	O=S(=O)(Nc1ccccc1F)c1ccc2nsnc2c1	-14	0	1	16	-3	-2	13	0
41	NC(=O)c1c(NC(=O)CSc2nnc(-c3ccco3)n2N)sc2c1CCCC2	-1	-9	9	-22	-5	-18	-10	-9
42	COc1ccc(-c2nn(-c3ccccc3)cc2/C=C/C(=O)OCC(=O)Nc2cccc(C#N)c2)cc1	-2	-6	2	-452	-8	20	-15	-1
43	C=COCCn1c(=N)n(CCC)c2ccccc21	-1	-2	3	11	-3	3	13	0
44	Cc1cc(NC(=O)c2cc(C(C)C)on2)nn1Cc1ccc(Cl)cc1	24	3	11	-3	2	15	11	3
45	CCCCCn1c(C(Cc2ccccc2)NC(C)=O)nc2ccccc21 (stereo unspecified)	23	-11	-11	9	-1	0	0	2
46	CCC1C(=O)NCCN1Cc1nc(-c2ccc(C)s2)oc1C (stereo unspecified)	12	-12	-7	-63	-12	-10	-2	-11
47	O=C(CCC1CCCCC1)N1CCN(Cc2ccc3c(c2)OCO3)CC1	14	-1	-2	25	-3	6	-6	2
48	Cc1ccc(C(=O)CSC2=NC(N)=C(C#N)C3(CCCCC3)C2C(N)=O)cc1 (stereo unspecified)	12	3	2	22	-6	4	3	3
49	O=c1[nH]c2ccccc2[n+]([O-])c1-c1ccccc1	0	-11	-3	-134	-17	-5	-7	-37
50	CCOc1ccc(CCNC(=O)C2CC(=O)N(Cc3ccc(OC)cc3)C2)cc1OCC (stereo unspecified)	1	6	2	9	4	-1	7	0
51	Cc1cc(C(F)F)nn1CC(=O)NCc1ccccc1F	4	2	-7	28	-8	-4	-11	3
52	COc1ccc(OC)c(NC(=O)C2C3CCC(C3=C(C)C)C2C(=O)O)c1 (stereo unspecified)	2	-2	8	27	6	-8	-10	0
53	COc1ccc(C(=O)Nc2ccccc2N2CCOCC2)cc1S(=O)(=O)N1CCOCC1	-12	5	9	7	-8	12	10	0
54	Cc1cc(/C=C(/C#N)c2cccc(F)c2)c(C)n1-c1cccnc1	14	0	3	7	-8	3	0	1
55	CCOc1ccc(N2CC(C(=O)Nc3cc(S(=O)(=O)N4CCCCC4)ccc3C)CC2=O)cc1 (stereo unspecified)	4	-6	5	0	-3	6	-8	0
56	CCN(CC)C(=O)CSc1nnc2nnc3cc(Cl)ccc3n12	14	6	12	36	11	-18	4	-40
57	O=C(CSCCO)N1CCc2ccccc21	5	-2	10	2	-1	5	-34	1
58	CC(CNC(=O)C(C)C)NC(=O)C(C)C (stereo unspecified)	2	6	9	22	1	-1	1	0
59	CC1=C(C(=O)Nc2ccc(C)cc2C)C(c2cccs2)NC(=S)N1 (stereo unspecified)	-12	-9	1	11	-5	14	-9	1
60	Cn1cnnc1Sc1ccc(C(=O)NCCC23CC4CC(CC(C4)C2)C3)cc1[N+](=O)[O-]	27	-8	-1	12	-11	-11	-18	1
61	O=C(CC(C(=O)N1CCc2ccccc21)n1ccnc1)NCc1cccnc1 (stereo unspecified)	-2	-4	3	15	-1	0	-1	-5
62	Cc1ccc(NS(=O)(=O)c2ccc(NC(=O)C3CCCO3)cc2)cc1 (stereo unspecified)	-52	2	-1	-1	-5	0	-5	-2
63	CN(C)c1nc(Oc2ccc(=O)n(C)n2)nc(N2CCOCC2)n1	-8	-3	3	19	-7	4	-30	2
64	CCN(CC)S(=O)(=O)c1ccc(Cl)c(C(=O)NCCN2CCOCC2)c1	-5	-1	7	12	-9	6	19	2
65	Cn1cccc1Cc1nnc(SCC(=O)NCc2ccco2)n1CCc1ccccc1	-15	1	3	8	-2	10	-5	-2
66	NC(=O)C1CCN(C(=O)COc2ccc3ccc(=O)oc3c2)CC1	-10	-4	5	-198	-7	-3	-10	0
67	Cc1ccc2oc(-c3ccc(NC(=O)c4cccnc4)cc3)nc2c1	-5	-25	-2	-57	-4	14	-14	2
68	Cc1cc(C)nc(-n2nc(C)c(C3(O)C(=O)Nc4ccccc43)c2N)n1 (stereo unspecified)	-16	-8	-1	6	-2	-8	-22	3
69	COc1ccc(OC)c(Nc2nc3ccccc3n3cnnc23)c1	4	3	5	-440	3	10	-3	-6
70	CC(=O)N1CCOc2ccc(S(=O)(=O)N3C(C)CCCC3C)cc21 (stereo unspecified)	-2	6	-1	16	-7	-2	1	-1
71	Cc1nc2ncccn2c1-c1csc(Nc2ccc(O)cc2)n1	14	7	-1	-10	2	4	-7	3
72	Cn1c2ccccc2c(=O)c2cc(C#Cc3ccccn3)ccc21	29	83*	82*	-465	-5	0	88*	-28
73	CCN(CC)CCCNC(=O)CCc1ccccc1	5	-2	-3	3	-6	5	-7	-3
74	COc1cc(/C(C)=N/NC(=O)CSc2nnc(C)s2)ccc1O	-18	2	4	8	-6	-3	0	3
75	COc1ccc(NC(=O)CSc2nnc(Cc3cccn3C)n2-c2ccc(OC)cc2)cc1	3	-6	-7	6	-2	2	-10	-1
